PG9 binder: binders of HIV-1 gp120 antibody PG9, primary screen, biochemical, TR-FRET | 0.43% of 360,000 active | TR-FRET gp120-PG9 antibody binding | inhibition, % at 6.7 µM | AID 624416, 2012 | HIV-1 gp120 / PG9 antibody interaction; in the data active means inhibition above about 8.5%
NR1D1 modulator: modulators of Rev-erb alpha DNA binding, primary screen, biochemical, FITC-DNA, fluorescence polarization, uHTS. Nuclear receptor subfamily 1 group D member 1 (Homo sapiens), P20393. Rev-erbα–FITC-DNA binding, 90 min. activity, % at 10 µM. 0.79% of 370,000 active. AID 1259318, 2017;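 active means activity above about 14%, limit read from the data; passing the limit was not always enough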;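 further: 0% = DMSO wells with 35 nM protein and 100% = DMSO wells with 750 nM protein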
Target sequence (P20393 whole entry, looked up): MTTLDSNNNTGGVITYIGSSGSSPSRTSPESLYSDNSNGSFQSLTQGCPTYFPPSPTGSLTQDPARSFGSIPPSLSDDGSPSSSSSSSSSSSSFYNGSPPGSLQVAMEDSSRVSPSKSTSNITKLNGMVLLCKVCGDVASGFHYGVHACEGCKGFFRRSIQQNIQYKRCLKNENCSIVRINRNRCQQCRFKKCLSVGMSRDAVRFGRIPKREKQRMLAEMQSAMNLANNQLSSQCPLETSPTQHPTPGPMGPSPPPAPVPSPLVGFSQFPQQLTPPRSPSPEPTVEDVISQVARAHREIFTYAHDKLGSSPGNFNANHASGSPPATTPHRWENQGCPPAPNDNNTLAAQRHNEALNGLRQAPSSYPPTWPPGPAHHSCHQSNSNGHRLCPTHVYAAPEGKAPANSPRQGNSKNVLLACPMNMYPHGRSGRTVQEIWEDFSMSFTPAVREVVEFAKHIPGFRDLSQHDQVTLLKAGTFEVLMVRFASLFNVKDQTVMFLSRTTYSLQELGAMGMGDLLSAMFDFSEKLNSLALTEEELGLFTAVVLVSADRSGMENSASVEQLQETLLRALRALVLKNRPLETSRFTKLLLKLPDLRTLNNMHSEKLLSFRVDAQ
ABHD4 inh: ABHD4 inhibitors, primary screen, biochemical, fluorescence polarization, mouse; purified mABHD4, FP-Rh probe fluorescence polarization; (Lyso)-N-acylphosphatidylethanolamine lipase (Mus musculus), Q8VD66; 0.54% of 370,000 active; inhibition, % at 8.92 µM;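 active means inhibition exceeding the mean over every tested compound plus 3 SD, cut at about 30% in these data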;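 further: 0% = plate median of compound wells and 100% = S159A mutant with DMSO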
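Material: mouse ABHD4 enzyme, wild type; Benchmarks: S159A mutant high control, sample median low control; Buffer or medium: HEPES pH 7.0, NaCl, Pluronic buffer; Signal: fluorescence polarization; Read-out: percent inhibition of probe binding, normalized to plate controls; Timing: pre-incubation 45 min, probe exposure 60 min, at 25 °C; Dosing: 8.92 µM, single dose.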
LEDGF integ inh: blockers of LEDGF/p75-dependent integrase strand transfer – biochemical, TR-FRET, high throughput, primary screen | HIV-1 integrase (with human LEDGF/p75) | TR-FRET IN-LEDGF/p75 DNA integration, Eu/Cy5 | inhibition, % at 3.7 µM | 0.64% of 370,000 active;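 active means inhibition above the screen-wide mean plus 3 SD, cut at about 13% in these data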;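 further: signal is the Cy5 over europium emission ratio at 671 and 618 nm; 0% = plate median of compound wells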
PRMT1 inh: PRMT1 methyltransferase inhibitors, primary screen, biochemical, fluorescence polarization | Protein arginine N-methyltransferase 1 (Homo sapiens), Q99873 | recombinant PRMT1, activity-based probe fluorescence polarization | inhibition, % at 2.79 µM | 1.3% of 370,000 active;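 active means inhibition above about 21% made by adding two undisclosed values, limit read from the data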
TCR CD3 inh: inhibitors of human TCR-CD3 interaction, primary screen, biochemical, fluorescence, TAMRA-labeled TCR probe | T-cell receptor (TCR) | inhibition, % at 9.4 µM | 0.37% of 360,000 active; in the data active means inhibition above about 19%;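 further: recombinant mutant TCR 2C K166C tagged with TAMRA read by polarization; 0% = receptor in buffer alone and 100% = receptor with positive control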
TDP2 inh: human TDP2 enzyme inhibitors, primary screen, biochemical, epi absorbance, recombinant enzyme | Tyrosyl-DNA phosphodiesterase 2 (Homo sapiens), O95551 | T5PNP hydrolysis, p-nitrophenol absorbance 415 nm | inhibition, % at 12.8 µM | 0.34% of 370,000 active | AID 720702, 2013;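 active means inhibition above the mean of all tested compounds plus 3 SD, set per campaign, cut at about 25% in these data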;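 further: 0% = DMSO with enzyme and 100% = buffer with substrate but no TDP2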
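test system = human TDP2 enzyme | input = TDP2 enzyme at 120 nM final | medium = 50 mM Tris-HCl pH 7.5 with Mg2+, KCl, DTT, BSA | also added = T5PNP substrate, 5 mM | times = 2 h at 37 °C | technique = epi absorbance | benchmarks = high control without enzyme, low control DMSO plus TDP2 | replication = each compound tested once, singlicate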
SIAE primary: human SIAE inhibitors, primary screen, biochemical, fluorescence polarization, FP-Rh probe, 1536-well HTS; Sialate O-acetylesterase (Homo sapiens), Q9HAT2; inhibition, % at 9.66 µM; AID 1053197, 2014; SIAE FP-Rh probe binding; 0.69% of 370,000 active;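 active means inhibition above a cutoff: mean of compounds within the control limits plus 3 SD of those, cut at about 17% in these data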;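 further: 0% = plate median of compound wells and 100% = probe without SIAE protein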
Target sequence (Q9HAT2 whole entry, looked up): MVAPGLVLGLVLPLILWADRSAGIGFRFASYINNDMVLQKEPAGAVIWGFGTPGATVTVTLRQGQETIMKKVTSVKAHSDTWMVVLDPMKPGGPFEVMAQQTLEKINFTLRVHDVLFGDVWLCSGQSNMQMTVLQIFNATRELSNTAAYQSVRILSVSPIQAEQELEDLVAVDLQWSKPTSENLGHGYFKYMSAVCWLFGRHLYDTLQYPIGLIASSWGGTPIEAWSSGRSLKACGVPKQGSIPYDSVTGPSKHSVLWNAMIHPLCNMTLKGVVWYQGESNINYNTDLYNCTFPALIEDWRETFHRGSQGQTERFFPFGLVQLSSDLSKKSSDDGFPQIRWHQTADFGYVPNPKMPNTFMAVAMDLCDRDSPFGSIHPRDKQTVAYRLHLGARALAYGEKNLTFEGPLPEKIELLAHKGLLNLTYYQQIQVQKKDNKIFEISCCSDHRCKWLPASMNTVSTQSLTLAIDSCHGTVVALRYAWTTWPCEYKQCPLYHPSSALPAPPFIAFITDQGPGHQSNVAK
HTRA1 inh: HTRA1 serine protease inhibitors, primary screen, biochemical, fluorescence polarization, HTS; recombinant HTRA1, FP-rhodamine activity-based probe; inhibition, % at 5.96 µM; 0.5% of 340,000 active; in the data active means inhibition above about 36%;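 further: 0% = enzyme with DMSO and 100% = wells lacking enzyme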
rCAG binder: binders of r(CAG) RNA repeats, primary screen, biochemical, fluorescence; r(CAG) RNA repeat, TO-PRO-1 dye displacement fluorescence; inhibition, % at 3 µM; 1.3% of 370,000 active;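 active means inhibition above the plate cutoff, the mean of all test compounds on that plate plus 3 SD, cut at about 35% in these data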;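 further: 0% = DMSO alone and 100% = 100 µM mitoxantrone as full dye displacement; higher means more dye released from RNA so lower well fluorescence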
The depositor's hits bear a star; / = no result given; & = joins results of further samples. This is a subset (hit frequency here may not be typical).

SMILES	PG9 binder	NR1D1 modulator	ABHD4 inh	LEDGF integ inh	PRMT1 inh	TCR CD3 inh	TDP2 inh	SIAE primary	HTRA1 inh	rCAG binder
Cn1c(-c2ccc(F)cc2)cnc1SCC(=O)NCc1ccco1	-1.6	0	1	1	0	-2	-2	-3	6	-4
Cc1oc2c(c1C(=O)N1CCC(C)CC1)C(=O)c1ccccc1C2=O	-0.2	8	20	11	2	2	16	3	/	3
Cc1ccc(Sc2cc(N3CCOCC3)nc(-c3ccccc3)n2)cc1	0.4	3	-2	-2	3	-2	2	1	5	1
O=C(NCCCN1CCOCC1)c1cccc(S(=O)(=O)N2CCc3ccccc32)c1	-1.0	-2	-1	2	-3	5	-3	-1	4	-1
Cc1nn(-c2ccccc2)c(C)c1C(=O)OCC(=O)NC(=O)NC1CCCC1	1.4	-2	-4	2	-2	2	-7	-5	16	-3
Cc1ccc(NC(=O)C2(NC(=O)c3cccc(N4C(=O)CSC4c4ccccc4)c3)CCCCC2)cc1 (stereo not given)	-2.8	-2	-1	-1	0	-5	-10	-7	-72	4
CC(=O)c1c(C)[nH]c(C(=O)OCC(=O)Nc2cccnc2Cl)c1C	-2.3	-4	1	24*	0	-3	-4	12	-3	0
N#Cc1ccc(OCC(=O)NN2Cc3ccccc3C2=N)cc1	-0.2	-1	5	-2	-1	8	-5	-5	4	1
Cc1cccc(-n2c(C)cc(/C=N\NC(=O)c3ccco3)c2C)c1	-2.1	4	-5	4	-2	2	-13	1	-1	1
CCc1cc([N+](=O)[O-])cc(CC)c1N	0.2	9	-5	-4	-1	5	-6	-2	-4	-1
COc1ccc(-c2cn(CCO)c(-c3ccc(Cl)nc3)n2)cc1	-0.7	4	3	0	-1	1	3	-6	2	-3
O=C(Nc1ccnn1C1CCN(Cc2ccc(Cl)cc2)CC1)C1CCCC1	1.1	-3	-1	-1	4	-1	-14	-1	-1	-6
O=C(N/N=C/c1ccccc1[N+](=O)[O-])c1cccs1	0.6	-5	0	-3	4	1	7	-1	-2	-1
COc1ccc([N+](=O)[O-])cc1NC(=O)CC1SC(=Nc2cccc(C)c2C)N(/N=C/c2cccc(OC)c2OC)C1=O (stereo not given)	1.6&-0.5	-2&-6	1&-2	2&2	2&-2	1&8	6&-6	-20&-24	-11&-14	18&20
COc1ccc(C(=O)OCc2csc(C)n2)c(O)c1	0.2	5	-1	5	-4	-5	1	10	-3	-5
CC(C)c1ccc(NC(=O)Nc2nc(C(C)N)cs2)cc1 (stereo not given)	2.9	4	15	0	-2	-2	6	2	/	33
Cc1[nH]c2ccccc2c1C(c1ccncc1)N1CCC(C)CC1 (stereo not given)	0.8	-2	2	-5	1	8	12	10	2	0
O=C(Nc1ccc(N2CCN(C(=O)c3ccco3)CC2)cc1)c1ccc(Br)cc1	-1.4	-30	5	0	0	-8	5	-46	8	2
COC(=O)c1ccc(CNC(=O)COC(=O)c2cc(Cl)ccc2O)cc1	7.1	4	-1	6	-1	4	-7	0	4	4
OCCC1CN(Cc2cccn2-c2ccccn2)CCN1C1CCCC1 (stereo not given)	-1.4	-1	5	-4	-6	3	12	-1	-4	-3
O=C(Nc1ccc2oc(-c3ccncc3)nc2c1)c1ccc2c(c1)OCCO2	0.8	-6	-1	1	2	1	3	-15	6	1
O=C(COc1ccc(Cl)cc1Cl)OCC(=O)N1CCCc2ccccc21	-1.0	3	-16	5	-4	-5	-11	-4	-26	-1
Cc1ccc(C#CC[N+]2(C)CCCCC2)cc1	-1.7	-4	-1	3	-3	-4	-10	1	/	-1
CCOc1cc(C=NN=C2c3ccccc3-c3ccccc32)ccc1O	1.1	-2	-5	3	2	1	0	-1	-16	27
CCOC(=O)NC(=O)c1cn(N(C)c2ncc(C(F)(F)F)cc2Cl)c(=O)[nH]c1=O	-3.2	5	-2	4	-5	-1	-8	5	0	-1

The final two entries of the part above open the next one.
SMILES	PG9 binder	NR1D1 modulator	ABHD4 inh	LEDGF integ inh	PRMT1 inh	TCR CD3 inh	TDP2 inh	SIAE primary	HTRA1 inh	rCAG binder
CCOc1cc(C=NN=C2c3ccccc3-c3ccccc32)ccc1O	1.1	-2	-5	3	2	1	0	-1	-16	27
CCOC(=O)NC(=O)c1cn(N(C)c2ncc(C(F)(F)F)cc2Cl)c(=O)[nH]c1=O	-3.2	5	-2	4	-5	-1	-8	5	0	-1
Cc1ccc(S(=O)(=O)Nc2c(O)c3ccccc3oc2=O)cc1C	-1.0	-2	10	2	-2	4	7	5	-4	2
Cc1c(Cl)ccc2c1NC(=O)[C@]21N[C@@H](Cc2ccccc2)[C@H]2C(=O)N(c3ccc(F)cc3)C(=O)[C@H]21	0.3	-1	-24	-2	0	2	-7	-23	-62	7
COc1ccc(C(=O)Nc2ccc(N3CCCCC3)cc2)cc1Br	-0.2	-7	5	2	-3	3	5	3	0	-1
COc1ccc(C)cc1S(=O)(=O)N1CCOCC1	-2.8	-1	2	0	1	-5	7	-1	/	-1
CC(O)c1nc(C(C)O)n(CC(=O)c2ccccc2)n1 (stereo not given)	1.8	-1	-3	0	0	-2	-5	5	15	5
N#CC(C#N)=NNc1ccc2cn[nH]c2c1	-2.9	-7	27	0	3	5	3	3	/	7
CC(=O)c1ccc(NC(=O)c2cc(Cl)nc3ccccc23)cc1	-2.2	-2	-12	0	1	62*	3	-3	-20	4
Nc1ccc(N2CCCCC2)c(S(=O)(=O)Nc2ccc(Cl)cc2)c1	-0.3	-2	-2	1	-1	5	3	9	-5	4
CC(Oc1ccc(-c2ccccc2)c(F)c1)c1ccn(S(=O)(=O)c2cccc3ccccc23)n1 (stereo not given)	0.3	4	-9	1	-2	8	10	-1	-8	3
C[C@H]1[C@@H](OC(=O)Nc2cc(Cl)ccc2Cl)CC[C@@]23CCCN2C(=O)CCC[C@@H]13	/	-4	4	3	-5	/	-15	-3	/	/
CC(=O)N1N=C(c2ccccc2)OC1c1cccnc1 (stereo not given)	-3.1	2	-3	6	-1	2	-2	-2	0	-5
O=C(O)c1ccc(-n2nncc2-c2ccco2)cc1	1.7	6	1	-6	8	-8	1	-1	-1	-1
O=[N+]([O-])c1cccc(-c2cc3cccc[n+]3cc2-c2cccc([N+](=O)[O-])c2)c1	-2.6	-3	0	-1	-5	2	-2	1	3	-1
Cc1ccc(S(=O)(=O)c2nnn3c2nc(N2CCOCC2)c2ccccc23)cc1C	-3.2	2	0	2	-3	5	-3	-9	-17	4
CC(C)OC(=O)/C(=C\c1cccnc1)NC(=O)c1ccccc1	0.3	-4	-1	6	-6	-1	18	5	3	-1
CN(Cc1ccc(Cl)cc1Cl)C(=O)c1cccc(S(=O)(=O)N2CCN(c3ccccc3)CC2)c1	0.5	-1	-2	-8	1	-6	-11	0	-20	3
CCN(CCO)C(=O)c1ccc2nc(Cc3ccc(OC)cc3)oc2c1	-0.7	3	-2	2	-1	9	4	24*	0	-5
CCOC(=O)C1=C(O)/C(=C/c2ccc(OCC(=O)O)c(OCC)c2)SC1=Nc1ccc(OC)cc1	-4.2	-3	-26	-7	5	2	-12	-30	-18	56*
CN(C)S(=O)(=O)c1ccc(C(=O)Nc2cccc(C(=O)O)c2)cc1	-1.1	2	-7	-1	-2	1	-1	4	4	-1
CCOc1cc(/C=C2/SC(=Nc3ccccc3)N(Cc3cccnc3)C2=O)ccc1OCC#N	0.5	-3	3	-1	-1	-7	2	-11	-9	8
COc1cccc(CN(C(=O)Cc2c[nH]c3ccccc23)C(C(=O)NC2CCCCC2)c2cccs2)c1 (stereo not given)	1.6	6	-21	1	4	-3	3	-3	-31	10
Cn1nnnc1N=N/C(=N/Nc1ccccc1)c1ccccc1	-7.0	-4	19	3	-1	-5	-7	3	42*	-1
O=C(Cc1ccccc1)c1nc2ccccc2s1	-2.7	0	-3	-1	1	-2	7	11	-11	2
CC(=O)CC1c2cc(F)ccc2C=C(c2ccsc2)N1c1ccc(-c2cccnc2)cc1 (stereo not given)	-2.1	0	3	8	-2	8	-9	-1	/	10
O=C(Nc1ccccc1)OC[C@@H]1CSCCS(=O)(=O)N1	0.8	-4	-1	0	1	-4	4	-9	/	0
Other structures follow:
SMILES	PG9 binder	NR1D1 modulator	ABHD4 inh	LEDGF integ inh	PRMT1 inh	TCR CD3 inh	TDP2 inh	SIAE primary	HTRA1 inh	rCAG binder
COC(CNC(=O)CNC(=S)N(Cc1ccccc1)Cc1cccs1)OC	0.5	-6	0	1	0	2	2	-3	2	-3
N/C(=N/OC(=O)c1ccccc1F)c1nonc1N	0.1	0	3	1	4	2	4	3	-3	3
O=C(OC12CCCN(C1)/C(=C/c1ccccc1)C2)c1ccccc1 (stereo not given)	/	5	5	-5	0	/	-3	0	/	3
CCN1CCCC1CNC(=O)Cn1nc(C)n2c(cc3cc(C)ccc32)c1=O (stereo not given)	-1.3	-3	6	-2	-2	6	6	9	-4	5
COc1ccc(-c2cc(C(F)F)n3ncc(C(=O)NCCCN4CCCC4=O)c3n2)cc1	1.9	-8	-1	2	-2	-3	-5	-4	-5	1
CCCCOc1ccc(S(=O)(=O)NNC(=O)c2cc3ccccc3o2)cc1	-2.0	0	-11	1	0	7	-13	-2	-16	13
COc1ccc(NC(=O)c2nnn(CC(=O)Nc3ccccc3OC)c2N)c(OC)c1	-0.9	-9	0	2	0	2	16	10	1	5
CC(C)(C)NC(=O)C(c1ccc(C(F)(F)F)cc1)n1c(=O)c(-c2cc3ccccc3[nH]2)nc2ccccc21 (stereo not given)	1.4	-1	-10	-1	-1	9	-4	-23	/	17
Cc1cc(C)n(Cc2ccc(C(=O)O)o2)n1	1.2	-1	7	2	-2	0	4	-3	2	1
COc1ccc(S(=O)(=O)N2CCC(C)CC2)cc1N(C)S(=O)(=O)c1ccccc1	-0.8	1	1	3	-2	13	-6	1	2	-6
CCOc1ccc(C(OC(=O)c2ccco2)C(=O)NCc2ccc(C)cc2)cc1 (stereo not given)	1.6	1	-9	2	0	-14	-3	-1	-18	-5
CC(NC(=O)COC(=O)[C@@H]1CCCN1S(=O)(=O)c1ccccc1F)C12CC3CC(CC(C3)C1)C2 (stereo not given in full)	-1.5	6	-1	-1	-2	8	-9	-6	-27	-2
CC1CN(Cc2cc(=O)n3ccsc3n2)CC(C)O1 (stereo not given)	-4.2	-3	5	4	4	0	8	0	-1	-2
Cc1ccc(CCNS(=O)(=O)c2cnc[nH]2)cc1	-0.3	7	-2	-5	1	1	5	-1	-3	5
COc1cc(/C=N/NC(=O)C(NC(=O)c2ccccc2)c2n[nH]c(=O)c3ccccc23)ccc1OCC(N)=O (stereo not given)	-0.7	3	-8	-4	4	-6	-10	-1	-6	5
